BLM helicase inh: qHTS Assay for Inhibitors of Bloom's syndrome helicase (BLM); Potency, µM (highest dose often 56.1 µM), for inactives: at the top dose activity change, negative = inhibition, actives largely listed as inhibitors; hit rate 0.2% among 350,000; AID 2528, 2010; RecQ-like DNA helicase BLM (Homo sapiens), P54132; recombinant BLM DNA unwinding, fluorescence dequenching;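 note: plate controls were vehicle for no effect and no enzyme for full effect; nearly all actives have a fitted effect of over 35% in size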
BAZ2B block: qHTS Assay for Inhibitors of BAZ2B | Bromodomain adjacent to zinc finger domain protein 2B (Homo sapiens), Q9UIF8 | AlphaScreen BAZ2B-H3K14Ac peptide displacement | Potency, µM (series often up to 114 µM), for inactives: at the highest dose activity change, negative = inhibition, hits mostly inhibitors | hit rate 4.4% among 360,000 | AID 504333, 2011; note: % is set by controls: 0 for no effect and ±100 for the full control effect; nearly all actives have a fitted effect of over 60% in size
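AlphaScreen displacement: compounds (up to 110uM) incubated 30 min at room temperature with a preformed 50 nM BAZ2B/50 nM biotinylated H3K14Ac peptide complex in PBS pH 7.4 with Tween-20. Donor and acceptor beads at 10 ug/mL final added, 20 min light-protected before reading.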
POLK inh: qHTS for Inhibitors of Polymerase Kappa; DNA polymerase kappa (Homo sapiens), Q9UBT6; purified Pol kappa, fluorescent DNA synthesis assay, 10 min; Potency, µM (top dose mostly 107 µM), for inactives: at the top dose activity, negative = inhibition, actives largely listed as inhibitors; hit rate 0.53% among 400,000; note: % is set by controls: 0 for no effect and ±100 for the full control effect
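Here, compound and 10 nM enzyme are combined for 15 min at room temperature; adding 50 nM substrate (final) starts DNA synthesis, tracked by fluorescence at 0 and 10 min against buffer-only wells.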
Pol beta inh: qHTS Assay for Inhibitors of DNA Polymerase Beta. Pol beta primer extension/strand displacement, fluorescence kinetic. P06746. Potency, µM (doses to about 114 µM), for inactives: at the top dose activity change, negative = inhibition, hits mostly inhibitors. hit rate 1.3% among 340,000; note: % is set by controls: 0 for no effect and ±100 for the full control effect
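Pol beta (10 nM) and compounds were preincubated 15 min at room temperature, then 50 nM substrate (final) started primer extension/strand displacement. Reads were taken at 0 and 10 min; concentration-response data were fitted to a four-parameter Hill equation.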
JMJD2A Tudor: qHTS Assay for Inhibitors of JMJD2A-Tudor Domain; Lysine-specific demethylase 4A (Homo sapiens), O75164; AlphaScreen JMJD2A-Tudor / H3K4me3 peptide binding; Potency, µM (doses to about 114 µM), for the others: at the highest dose activity change, negative = inhibition, usual class: inhibitors; hit rate 4.4% among 390,000; note: % is set by controls: 0 for no effect and ±100 for the full control effect; nearly all actives have a fitted effect of over 50% in size
POLH inh: qHTS for Inhibitors of Polymerase Eta | recombinant Pol eta, fluorescent DNA replication assay | AID 588591, 2011 | hit rate 1.2% among 390,000 | Potency, µM (titrated, usually from 114 µM), for inactives: at the highest dose activity change, negative = inhibition, hits mostly inhibitors; note: % is set by controls: 0 for no effect and ±100 for the full control effect
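Pol eta at 10 nM preincubated with compounds 15 min at room temperature; reaction started with fluorescent substrate (50 nM final) and read kinetically at 0 and 10 min.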
Pol iota inh: qHTS for Inhibitors of Polymerase Iota | DNA polymerase iota (Homo sapiens), Q9UNA4 | Pol iota fluorescent replication assay, 10 min | Potency, µM (top dose mostly 115 µM), for the others: at the highest dose activity, negative = inhibition, most hits filed as inhibitors | hit rate 1% among 390,000
Target sequence (Q9UNA4 whole entry, looked up): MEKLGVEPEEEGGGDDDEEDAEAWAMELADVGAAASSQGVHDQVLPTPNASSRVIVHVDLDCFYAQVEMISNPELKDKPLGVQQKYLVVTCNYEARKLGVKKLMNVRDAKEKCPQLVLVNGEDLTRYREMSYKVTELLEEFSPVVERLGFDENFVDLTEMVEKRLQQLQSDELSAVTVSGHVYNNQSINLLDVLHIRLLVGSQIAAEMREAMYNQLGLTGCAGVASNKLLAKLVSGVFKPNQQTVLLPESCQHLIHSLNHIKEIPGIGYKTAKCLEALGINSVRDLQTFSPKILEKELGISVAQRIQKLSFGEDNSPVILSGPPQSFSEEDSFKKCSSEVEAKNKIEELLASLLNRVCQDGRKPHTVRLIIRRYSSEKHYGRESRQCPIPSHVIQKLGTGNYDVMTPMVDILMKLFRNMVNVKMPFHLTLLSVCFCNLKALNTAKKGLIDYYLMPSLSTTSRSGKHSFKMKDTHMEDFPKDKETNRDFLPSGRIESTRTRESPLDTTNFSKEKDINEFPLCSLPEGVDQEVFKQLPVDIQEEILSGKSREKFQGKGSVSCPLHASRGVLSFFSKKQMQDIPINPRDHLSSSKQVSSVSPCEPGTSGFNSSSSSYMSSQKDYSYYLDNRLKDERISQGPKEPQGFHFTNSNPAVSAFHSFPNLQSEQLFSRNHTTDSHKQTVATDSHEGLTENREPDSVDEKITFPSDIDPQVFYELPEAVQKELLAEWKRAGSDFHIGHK
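Fluorescent replication assay read twice, at 0 min and 10 min after adding 50 nM (final) substrate. Enzyme (10 nM) and compounds were first incubated 15 min at room temperature; enzyme-free buffer wells were negative controls.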
APEX1 inh: qHTS Assay for Inhibitors of the Human Apurinic/apyrimidinic Endonuclease 1 (APE1); DNA repair nuclease/redox regulator APEX1 (Homo sapiens), P27695; recombinant APE1, TAMRA/BHQ-2 abasic DNA cleavage fluorescence; Potency, µM (top dose mostly 65.8 µM), inactives show at the highest dose activity change, negative = inhibition, actives largely listed as inhibitors; hit rate 0.35% among 350,000; AID 2517, 2012;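 note: plate controls were vehicle for no effect and reference inhibitor for full effect; nearly all actives have a fitted effect of over 55% in size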
Target sequence (P27695 whole entry, looked up): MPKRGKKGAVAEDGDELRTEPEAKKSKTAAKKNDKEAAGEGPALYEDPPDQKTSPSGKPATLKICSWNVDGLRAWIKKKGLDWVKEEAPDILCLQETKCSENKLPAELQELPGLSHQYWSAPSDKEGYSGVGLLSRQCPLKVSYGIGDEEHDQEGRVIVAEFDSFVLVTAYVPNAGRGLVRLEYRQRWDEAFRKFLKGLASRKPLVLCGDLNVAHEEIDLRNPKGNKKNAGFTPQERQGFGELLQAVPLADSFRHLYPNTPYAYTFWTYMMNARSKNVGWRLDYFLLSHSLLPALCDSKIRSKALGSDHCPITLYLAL
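Incision of a quenched TAMRA/BHQ-2 THF abasic-site duplex (50 nM) by 0.75 nM APE1, after 15 min compound preincubation, measured as fluorescence increase over three 60 s reads. Values normalized to buffer, DMSO and NSC13755 control wells.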
G9a block: qHTS Assay for Inhibitors of Histone Lysine Methyltransferase G9a | G9a H3K9 monomethylation, AlphaScreen, 2 h | AID 504332, 2011 | hit rate 8.8% among 350,000 | Potency, µM (highest dose often 102 µM), inactives show at the highest dose activity, negative = inhibition, most hits filed as inhibitors; note: % is set by controls: 0 for no effect and ±100 for the full control effect; nearly all actives have a fitted effect of over 75% in size
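Using a bead-based AlphaScreen, monomethylated H3K9 product from 2 h room-temperature reactions (G9a 20 nM, peptide 500 nM, SAM 20 uM) was detected with 0.5 ug/mL rabbit anti-H3K9me1 antibody.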
Starred values were filed as active, the others as inactive; ? = inconclusive; . = no result given; & = joins results of further samples; [ ] = remark or other dose. Calls come from the whole dose curve; as a rule, active = well fitted curve in the direction sought with a large enough effect; inconclusive = small, poorly fitted or top-dose-only effect, or another doubt; inactive = no such curve, though single readings can be large; an effect the other way counts as inactive or inconclusive. Potency is the fitted concentration of half-maximal effect.

compound	JMJD2A Tudor	POLK inh	BLM helicase inh	G9a block	Pol beta inh	BAZ2B block	Pol iota inh	POLH inh	APEX1 inh
Cc1cc(C(=O)CSc2nnc(Nc3ccccc3F)s2)c(C)n1CC1CCCO1 (stereo not given)	?	-17%	-8%	?	-7%	?	0%	0%	-1%
CCc1nc(SCc2cc(=O)c3cc(C)ccc3[nH]2)n[nH]1	-12%	-11%[60.1 µM]	-1%	28%[59 µM]	-1%	10%	-22%	1%	.
COc1ccc(-c2cc(-c3cc(C)ccc3O)[nH]n2)cc1	-30%	-23%	-14%	-6%	3%	-5%	1%	-26%	-5%
CCN(CC)c1ccc(C=Nc2ccccc2C)c(O)c1	0%	-5%	-4%	-13%[59 µM]	16%	9%	26%	-4%	5%
CCOc1ccc(NC(=O)C2CC(=O)N(CCc3ccccc3)C2)cc1OC (stereo not given)	-2%	0%	.	2%[12.7 µM]	.	-26%	0%	?	34%
Cc1nc2cc3ccccc3cc2n1C	-9%	0%	-10%	4%[59 µM]	3%	5%	-2%	?	-2%
Cc1cccc(NC(=S)NCC(c2cccnc2)N(C)C)c1C (stereo not given)	-3%	-9%	4%	6%	-1%	-5%	9%	-10%	3%
COc1ccc(-c2ccc(OC)c([C@H]3[C@H]4C=CC[C@@H](C)[C@@H]4C(=O)N3Cc3ccccc3)c2)cc1OC	40µM*	0%	-5%	-16%[59 µM]	22%	-33%	4%	-13%	-3%
CCOC(=O)c1c(C)c(C(=O)NCCc2ccccc2)c(C)n1C	-24%	-5%	-7%	-40%	-19%	-14%	-20%	-3%	7%
COc1ccccc1N(C)S(=O)(=O)c1ccc(C(=O)OCC(=O)Nc2ccc(C(N)=O)cc2)cc1	-13%	-8%	.	?	.	1%	-2%	-3%	10%
CCOC(=O)c1ccc(OCC(=O)c2ccc(O)cc2O)cc1	11%	-6%	-4%	10%	0%	2%	-11%	-19%	-4%
COc1cccc(CC2(CO)CCCN(Cc3c(C)cc(C)cc3-n3cccn3)C2)c1 (stereo not given)	-27%	-30%	2%	-27%	-4%	-2%	12%	?	-4%
CC1CCN(S(=O)(=O)c2ccc3c(c2)N(CC(=O)NCC(C)c2ccccc2)C(=O)CO3)CC1 (stereo not given)	-21%	-10%	-7%	-3%[59 µM]	1%	-5%	35%[activator]	-16%	.
Cc1ccc(C(=O)NCCNC(=O)COc2ccccc2Cl)cn1	-9%	-5%	-1%	20%	-6%	1%	37%[activator]	8%	52%[activator]
CC(C)Cn1c(N)c(C(=O)COC(=O)c2cccn2C)c(=O)n(C)c1=O	-21%	-21%	.	.	.	.	41%[activator]	-4%	17%
O=C(N/N=C/c1cn[nH]c1-c1ccc(F)cc1)c1ccncc1	-14%	-2%	3%	39%[59 µM]	92%	?	106%[activator]	0%	-2%
CCc1c(C2(O)CCCCC2)[nH]c2ccc(C(=O)OC)cc12	?	-24%	.	.	.	.	-21%	-9%	.
Nc1ccc(C(=O)OCC(=O)N2CCOCC2)cc1[N+](=O)[O-]	5%	8%	5%	-1%	4%	-3%	-1%	-5%	0%
O=C(CCN1C(=O)c2cccc3cccc(c23)C1=O)N1CCN(Cc2ccc3c(c2)OCO3)CC1	-15%	-5%	0%	15%	12%	5%[57.1 µM]	18%	-12%	1%
Cc1ccc(NC(=O)Nc2ccc3c(c2)C(=O)OC3)cc1Cl	0%	5%	-3%	.	-1%	9%	25%	-15%	4%
CC(C)c1ccc(S(=O)(=O)N2CCN(C(=O)c3ccncc3)CC2)cc1	-15%	0%	.	-8%[59 µM]	.	11%	24%	-10%	-3%
O=C(CSc1nnc(-c2ccc(F)cc2)o1)N1CCN(C(=O)c2ccco2)CC1	-3%	-8%	-2%	?	1%	-30%	-5%	3%	-2%
CN(Cc1ccco1)c1ncnc2ccc(-c3cccnc3)cc12	.	-14%[60.1 µM]	-14%	-29%[12.7 µM]	.	-26%	.	.	39%&18%
CC(=O)c1ccc(NC(=O)CSc2nc3c(=O)n(C)c(=O)n(C)c3n2C)cc1	0%	-11%[60.1 µM]	0%	-1%[59 µM]	-10%	0%	18%	-3%	.
NC(=O)CSc1nc2c(sc(=S)n2-c2ccccc2)c(=O)[nH]1	-9%	-1%	-2%	?	0%	-1%	13%	-19%	9%
CC(C)Oc1cccc(C(=O)NC(=S)Nc2ccccc2N2CCOCC2)c1	-22%	-1%	-8%	?	-2%	-27%	13%	-3%	27%
Cn1cnnc1Sc1nc2ccccc2nc1NS(=O)(=O)c1ccccc1	-14%	-3%	1%	50µM*	21%	?	?	-9%	-2%
C=CCNC(=S)N/N=C/c1cccc([N+](=O)[O-])c1	-25%	-16%	-5%	4%	-1%	6%	26%	-8%	3%
O=C(NCc1n[nH]c(=S)n1-c1cccc(Cl)c1)c1cccs1	20µM*	-16%	-7%	20µM*	37%	-4%	122%[activator]	-6%	6%
Cc1cc(/C=N/NC(=O)c2cccc(F)c2)c(C)n1-c1ccccc1	?	-26%	-4%	-46%	-25%	-32%	?	-12%	-7%
Cc1[nH]c2ccccc2c1C(=O)COC(=O)C1CCC(=O)N1 (stereo not given)	-1%	-3%	0%	-11%[59 µM]	7%	3%	12%	-11%	4%
CC(C)c1ccc(S(=O)(=O)N2CCN(C(=O)c3cc(-c4ccccc4)n[nH]3)CC2)cc1	-6%	3%	-2%	4%	-17%	-25%	38%	-11%	44%
O=S(=O)([O-])CCC[n+]1ccc(Oc2ccccc2)cc1	11%	-2%	-2%	28µM*	-1%	-38%	14%	-2%	33%
CCCN1CCC(N2CCN(c3ccc([N+](=O)[O-])cc3)CC2)CC1	20µM*	4%	6%	.	9%	45µM*	54%[activator]	-14%	-8%
COC(=O)c1ccccc1NC(=O)Cc1nc(-c2ccc(OC)cc2)no1	-12%	-14%	-4%	-26%[59 µM]	-2%	-9%	1%	-9%	.
Cc1ccc(-n2nnc(-c3nsc(NC(=O)c4cccc(Cl)c4)n3)c2C)cc1C	-6%	-6%	-1%	-23%[59 µM]	1%	3%	-16%	13%	.
O=[N+]([O-])c1cc([N+](=O)[O-])c(Oc2cccc(Cl)c2Cl)cc1NN1CCCCC1	?	1%	1%	?	23%	?	29%	-14%	3%
COc1ccccc1Nc1cc(C(=O)NCc2cccnc2)c2ccccc2n1	-13%	-10%	-4%	-6%	1%	-41%	58%[activator]	-18%	-3%
Cc1ccc(NC(=O)c2ccc(NS(=O)(=O)c3cccc4cccnc34)cc2)cc1	-30%	-8%	-9%	20%[2.33 µM]	-20%	-6%	26%	-15%	-1%
CCN(CC)CCNC(=O)c1cn(CCOC)c(=O)c2c1c1ccccc1n2C	-11%&-5%	8%&-6%	-7%&3%	19%	-19%&-29%	1%&-5%	27%&10%	-21%&-17%	44%
Cc1cc(C)nc(SCC(=O)Nc2ccc3c(c2)OCO3)n1	-2%	10%	2%	.	3%	4%	?	-14%	-6%
CCOC(=O)c1[nH]c2ccccc2c1NC(=O)CN1CCCCC1	-7%	-7%	-3%	-1%	9%	-8%	3%	-20%	-2%
O=C(Cn1nnc2c(cnn2-c2ccc(F)cc2)c1=O)OC1CCCCC1	22%	2%	-7%	-8%[12.7 µM]	1%	3%	0%	-13%	-1%
CCCCOc1ccccc1NC(=O)CC1SC(=NCC)N(CC)C1=O (stereo not given)	10%	-4%	-5%	0%[12.7 µM]	6%	-6%	-4%	-18%	0%
Cc1ccc(-n2nc3cc(C)c(NC(=S)NC(=O)/C=C/c4ccco4)cc3n2)cc1	-9%	-8%	-29%	-10%[59 µM]	50µM*	-25%	6%	?	3%
COc1cccc(C=Nc2ccccc2C(=O)Nc2nccs2)c1OC	32%	-12%	-11%	36%[activator]	-12%	32%[activator]	-5%	-15%	-1%
Brc1ccccc1C1N=C(c2ccccc2)NO1 (stereo not given)	17%	0%	-4%	50µM*	54%	9%	-8%	-12%	-3%
O=C(Nc1ccc(F)cc1)c1ccc2c(c1)S(=O)(=O)N=C1CCCCCN12	4%	6%	.	4%[12.7 µM]	.	8%	19%	-5%	21%

Taken from above:
COc1cccc(C=Nc2ccccc2C(=O)Nc2nccs2)c1OC in JMJD2A Tudor = 32%
CCN(CC)CCNC(=O)c1cn(CCOC)c(=O)c2c1c1ccccc1n2C in BLM helicase inh = -7%&3%
CCOC(=O)c1ccc(OCC(=O)c2ccc(O)cc2O)cc1 in JMJD2A Tudor = 11%

(cont.)
compound	JMJD2A Tudor	POLK inh	BLM helicase inh	G9a block	Pol beta inh	BAZ2B block	Pol iota inh	POLH inh	APEX1 inh
COc1ccccc1CNC(=O)C(C)Oc1ccccc1 (stereo not given)	6%	2%	-3%	-4%	?	3%	137%[activator]	3%	22%
COC(=O)CCC(=O)c1oc2ccccc2c1NC(=O)CCCN1C(=O)c2ccccc2C1=O	4%	-3%	2%	13%[59 µM]	0%	8%	8%	-7%	12%
O=C(NC1CCCc2ccccc21)C1CCC(CNS(=O)(=O)c2cccc3nsnc23)CC1 (stereo not given)	-19%	-14%	4%	-4%	13%	32%[activator]	3%	3%	6%
CCCCCCCc1ccc(-c2ccc(O)cc2)nc1	-10%[11.4 µM]	-14%	-15%	22%	-24%	-37%	78%[activator]	-11%	-8%
COc1ccc(C(=O)NC2CCN(C(=S)Nc3cccc(C)c3)CC2)cc1	-12%	-8%	-3%	-11%	2%	1%	6%	-7%	2%

Some of the compounds tested, so the mix of outcomes need not match the whole.
